Compound activity deposited in PubChem BioAssay by several laboratories.
pCIP destab: p/CIP protein destabilization; decrease of EGFP signal, % at 10 µM; AID 1984; hit rate 0.01% among 290,000; F442A p/CIP-EGFP cells, EGFP fluorescence, 16 h;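 active = EGFP signal decrease of at least 30% at 10 µM or well 3 SD below plate mean, unless failing retest; inactive = the rest, including hits failing retest or dose response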; note: some compounds called inactive have numbers as strong as hits; many of its hits are not listed in these tables
IDE cell activ: boosts human insulin-degrading enzyme activity in HEK cells. FAbeta-B cleavage, fluorescence polarization; 0% vehicle, 100% cell-free pure enzyme wells. activation, % at 5.96 µM. hit rate 0.073% among 340,000. AID 493087;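 active = activation above the mean of all tested compounds plus 3 SD, set per screening campaign, cut at about 17% in these data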
Target sequence (P14735 whole entry, looked up): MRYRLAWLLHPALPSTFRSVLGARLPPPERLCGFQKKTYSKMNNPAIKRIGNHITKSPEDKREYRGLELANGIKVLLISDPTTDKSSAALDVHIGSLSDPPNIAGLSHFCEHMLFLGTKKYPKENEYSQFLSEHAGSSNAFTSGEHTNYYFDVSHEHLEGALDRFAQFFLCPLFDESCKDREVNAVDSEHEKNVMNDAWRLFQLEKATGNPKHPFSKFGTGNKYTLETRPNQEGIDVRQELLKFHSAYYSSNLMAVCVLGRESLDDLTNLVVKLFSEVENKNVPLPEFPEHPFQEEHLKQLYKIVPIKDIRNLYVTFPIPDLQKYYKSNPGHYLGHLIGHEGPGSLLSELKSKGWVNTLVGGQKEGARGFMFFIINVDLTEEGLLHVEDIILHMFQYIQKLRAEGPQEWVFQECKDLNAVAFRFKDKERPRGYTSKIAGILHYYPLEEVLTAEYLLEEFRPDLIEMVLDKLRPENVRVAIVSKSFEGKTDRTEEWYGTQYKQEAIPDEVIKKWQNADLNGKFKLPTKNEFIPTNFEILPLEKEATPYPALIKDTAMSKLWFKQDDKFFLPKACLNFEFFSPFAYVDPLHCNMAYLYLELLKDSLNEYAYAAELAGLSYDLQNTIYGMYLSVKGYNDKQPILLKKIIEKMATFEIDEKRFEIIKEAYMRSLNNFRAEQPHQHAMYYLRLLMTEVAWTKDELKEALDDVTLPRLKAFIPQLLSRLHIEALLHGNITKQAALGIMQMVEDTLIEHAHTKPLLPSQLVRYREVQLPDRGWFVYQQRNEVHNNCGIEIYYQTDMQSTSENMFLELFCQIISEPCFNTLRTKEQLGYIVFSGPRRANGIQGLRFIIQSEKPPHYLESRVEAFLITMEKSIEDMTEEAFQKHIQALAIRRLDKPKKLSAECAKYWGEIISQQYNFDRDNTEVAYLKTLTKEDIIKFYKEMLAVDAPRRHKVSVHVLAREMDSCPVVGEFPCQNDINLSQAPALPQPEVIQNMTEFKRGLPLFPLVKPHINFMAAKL
HCV NS3 hel inh: inhibitors of Hepatitis C virus NS3 helicase. NS3 helicase DNA unwinding, Cy5 molecular beacon fluorescence. inhibition, % at 10.9 µM. hit rate 0.56% among 290,000;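 active = inhibition above the mean of all tested compounds plus 3 SD, set per campaign, cut at about 35% in these data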;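 note: 0% = DMSO wells and 100% = thioflavine S control wells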
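test system = hepatitis C virus NS3 helicase domain fragment enzyme | reagent = annealed dual-labelled DNA beacon duplex, ATP-started | times = 1 h at 25 °C | detection = Cy5 fluorescence, 0 and 60 min reads | read-out basis = percent inhibition from t60/t0 fluorescence ratio | control set = DMSO and thioflavine S | replication = one well per compound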
VIM-2 inh: inhibitors of Pseudomonas aeruginosa VIM-2 metallo-beta-lactamase. purified VIM-2, nitrocefin hydrolysis, epi-absorbance fluorescence. inhibition, % at 5.6 µM. hit rate 0.89% among 290,000;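 active = inhibition above the mean of all tested compounds plus 3 SD, cutoff set per screening run, cut at about 7.5% in these data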;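 note: red hydrolysis product quenches plate fluorescence so inhibitors raise well fluorescence; 0% = enzyme with DMSO and 100% = DMSO without enzyme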
FID counter: displaces DNA intercalator in HCV helicase counter-screen. DNA fluorescent intercalator displacement, fluorescence. inhibition, % at 7.9 µM. hit rate 0.17% among 290,000. AID 1845; in the data active = inhibition above about 37%;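 note: 0% = vehicle and 100% = reference compound; higher means more ethidium bromide displaced from hairpin DNA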
SUMO HTRF inh: inhibitors of human SUMOylation (UBC9); P63279; HTRF SUMOylation assay, SAE1/SAE2 + UBC9, in vitro; inhibition, % at 35 µM; hit rate 0.36% among 290,000; in the data active = inhibition above about 50%, passing the limit was not always enough; note: strong numbers were not always called active
IMP-1 inh: blocks Pseudomonas aeruginosa IMP-1 metallo-beta-lactamase; purified IMP-1, nitrocefin hydrolysis, epi-absorbance fluorescence; inhibition, % at 5.6 µM; hit rate 0.45% among 290,000; AID 1556;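 active = inhibition above the mean plus 3 SD of all compounds in the same screening run, cut at about 4.5% in these data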;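 note: 0% = IMP-1 with DMSO and 100% = DMSO wells lacking enzyme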
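Test system: recombinant IMP-1 enzyme, purified / Medium: HEPES buffer pH 7.1 with ZnSO4 and Brij 35 / Doses: single dose, 5.6 µM / Times: 25 °C, 15 min preincubation, 25 min reaction / Detection: Epi-absorbance via hydrolysed-nitrocefin quenching of white-plate fluorescence, 480/530 nm, EDTA stop / Evaluation: percent inhibition from optical density relative to buffer-blank wells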
IDE inh: cellular human IDE inhibition. P14735. HEK cells, FAbetaB cleavage, fluorescence polarization. inhibition, % at 5.59 µM. hit rate 0.41% among 320,000. AID 434962;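 active = percent inhibition above the average of all tested compounds plus 3 SD, set per screening campaign, cut at about 16% in these data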;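 note: IDE supplied by intact live HEK cells; FP after avidin binding of uncleaved biotin substrate so inhibition keeps polarization high; 0% = DMSO wells and 100% = 60 µM reference IDE inhibitor Ii1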
PfM18AAP inh: blocks P. falciparum M18 aspartyl aminopeptidase | recombinant PfM18AAP, H-Glu-NHMec fluorogenic cleavage | inhibition, % at 7.35 µM | hit rate 1.2% among 290,000 | AID 1822;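 active = inhibition above the campaign mean inhibition over all tested compounds plus 3 SD, cut at about 28% in these data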;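 note: 0% = plate median of test compound wells and 100% = 2 mM ZnCl2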
Numbers without * were called inactive.

Screening O=C(NC(Cc1ccccc1)C(=O)N1CCN(c2ccccn2)CC1)c1ccco1 (stereo unspecified) returned pCIP destab -9.6, IDE cell activ -4.2, HCV NS3 hel inh 48.6*, VIM-2 inh -0.1, FID counter -26.6, SUMO HTRF inh 9.2, IMP-1 inh -5.9, IDE inh 0.6 and PfM18AAP inh -12.4.
Cc1ccc(S(=O)(=O)NC(=O)Nc2nnc(C)s2)cc1 was read as pCIP destab -2.9, IDE cell activ 0.1, HCV NS3 hel inh -3.1, VIM-2 inh -1.9, FID counter -2.3, SUMO HTRF inh -2.1, IMP-1 inh -0.5, IDE inh -6.2 and PfM18AAP inh -4.3.
For COc1ccc(N2CCN(C3CCCN(C(=O)CN4CCCC4=O)C3)CC2)cc1 (stereo unspecified) the results were pCIP destab 1.2, IDE cell activ 4.8, HCV NS3 hel inh 2.9, VIM-2 inh -2.7, FID counter -6.3, SUMO HTRF inh 2.4, IMP-1 inh -1.2, IDE inh 1.0 and PfM18AAP inh 4.6.
Screening CCOC(=O)c1sc(Nc2nc(OC)cc(OC)n2)nc1C returned pCIP destab 4.3, HCV NS3 hel inh 18.1, VIM-2 inh -5.7, FID counter -2.4, SUMO HTRF inh 11.9, IMP-1 inh -3.3, IDE inh 0.6 and PfM18AAP inh 3.9.
CCCCCCNCC1OCc2ccccc2CO1 was read as pCIP destab 2.4, IDE cell activ -3.4, HCV NS3 hel inh 5.8, VIM-2 inh -1.6, FID counter 2.6, SUMO HTRF inh -7.9, IMP-1 inh 0.1, IDE inh 6.0 and PfM18AAP inh -2.7.
O=C(O)c1[nH]c2ccccc2c1C(c1cccc(O)c1)c1c(C(=O)O)[nH]c2ccccc12 was read as pCIP destab 6.5, IDE cell activ -1.2, HCV NS3 hel inh 24.8, VIM-2 inh 1.4, FID counter -20.3, SUMO HTRF inh -16.1, IMP-1 inh -0.6, IDE inh -4.7 and PfM18AAP inh 0.1.
CCCCC(=NCCc1c(C)[nH]c2ccc(OC)cc12)C1=C(O)CC(c2ccccc2)CC1=O (stereo unspecified) was read as pCIP destab 0.6, IDE cell activ -0.1, HCV NS3 hel inh -7.7, VIM-2 inh -3.0, FID counter -12.0, SUMO HTRF inh -4.1, IMP-1 inh -1.6, IDE inh 4.9 and PfM18AAP inh -7.8.
For COc1ccc(C(=O)NC(=S)N2CCN(c3ccc([N+](=O)[O-])cc3)CC2)cc1 the results were pCIP destab 6.6, IDE cell activ 0.4, HCV NS3 hel inh 4.1, VIM-2 inh -2.7, FID counter -1.0, SUMO HTRF inh -6.5, IMP-1 inh -0.9, IDE inh 3.3 and PfM18AAP inh -4.6.
`Cc1ccc(CNS(=O)(=O)c2ccc(C)s2)cc1` gave pCIP destab -10.4, IDE cell activ 7.6, HCV NS3 hel inh 19.2, VIM-2 inh 0.7, FID counter -1.7, IMP-1 inh 0.1, IDE inh -4.0 and PfM18AAP inh -12.0.
Screening CCOc1ccc(/C(O)=C2/C(=O)C(=O)N(CCCn3ccnc3)C2c2cccs2)cc1Cl (stereo unspecified) returned pCIP destab 9.1, IDE cell activ 4.3, HCV NS3 hel inh 7.3, VIM-2 inh 5.0, FID counter -5.0, SUMO HTRF inh 17.0, IMP-1 inh -2.4, IDE inh 0.1 and PfM18AAP inh 11.5.
For COc1ccc(OCc2cc(C(=O)N3CCC(OC)CC3)no2)c2ccccc12 the results were pCIP destab 1.6, IDE cell activ 2.8, HCV NS3 hel inh -6.3, VIM-2 inh -2.9, FID counter -32.9, SUMO HTRF inh 6.4, IMP-1 inh -1.5, IDE inh 4.5 and PfM18AAP inh 1.4.
`COc1ccc(OC)c(NC(=O)CN2CCN(C(=O)c3ccco3)CC2)c1` gave pCIP destab 6.0, IDE cell activ -2.2, HCV NS3 hel inh -6.3, VIM-2 inh -1.5, FID counter -19.4, SUMO HTRF inh -12.9, IMP-1 inh -1.9, IDE inh 0.3 and PfM18AAP inh -0.9.
`COc1ccc(CCNC(=O)CCc2cn(C)c3ccccc23)c(OC)c1` gave pCIP destab -1.8, IDE cell activ -1.6, HCV NS3 hel inh -9.6, VIM-2 inh -1.4, FID counter -27.4, SUMO HTRF inh 7.3, IMP-1 inh -1.4, IDE inh -1.6 and PfM18AAP inh 3.1.
`Cc1cc(=O)n2c3ccccc3n(CC(O)CN3CCN(Cc4ccccc4)CC3)c2c1C#N` (stereo unspecified) gave pCIP destab -5.8, IDE cell activ 4.3, HCV NS3 hel inh -5.7, VIM-2 inh 14.4*, FID counter 5.8, SUMO HTRF inh 8.5, IMP-1 inh -3.5, IDE inh 3.9 and PfM18AAP inh -1.3.
Screening COc1ccc(S(=O)(=O)NNC(=O)c2ccc(-n3c(C)ccc3C)cc2)cc1 returned pCIP destab -1.5, HCV NS3 hel inh 13.5, VIM-2 inh -3.1, FID counter -16.1, SUMO HTRF inh 9.4, IMP-1 inh -3.4, IDE inh 3.7 and PfM18AAP inh 10.4.
`COCCn1c(SCC(=O)NC(C)c2ccccc2)nc2ccccc21` (stereo unspecified) gave pCIP destab 6.1, IDE cell activ 3.1, HCV NS3 hel inh -6.0, VIM-2 inh -1.8, FID counter -29.6, SUMO HTRF inh -6.7, IMP-1 inh -0.8, IDE inh 1.9 and PfM18AAP inh 2.7.
`NS(=O)(=O)c1ccc(Nc2nc(-c3cccnc3)cs2)cc1` gave pCIP destab -12.9, IDE cell activ 3.1, HCV NS3 hel inh -0.9, VIM-2 inh 1.8, FID counter -4.8, SUMO HTRF inh 15.4, IMP-1 inh -2.5 and PfM18AAP inh -3.0.
Cn1ccnc1SCC(=O)Nc1ccc(F)c([N+](=O)[O-])c1 was read as pCIP destab 8.4, IDE cell activ 3.3, HCV NS3 hel inh 9.6, VIM-2 inh -1.4, FID counter 1.7, SUMO HTRF inh -9.7, IMP-1 inh -2.0, IDE inh 0.9 and PfM18AAP inh -9.5.
O=C(N/N=C/c1cccnc1)c1ccc([N+](=O)[O-])cc1Cl was read as pCIP destab 11.0, IDE cell activ 4.3, HCV NS3 hel inh 2.7, VIM-2 inh -4.6, FID counter 3.5, SUMO HTRF inh 23.6, IMP-1 inh -3.9, IDE inh 7.4 and PfM18AAP inh 2.8.
`C=CCn1c(SCn2nnc3ccccc3c2=O)nnc1-c1ccc(Cl)cc1` gave pCIP destab 0.7, IDE cell activ 6.5, HCV NS3 hel inh -1.8, VIM-2 inh 0.1, FID counter -27.3, SUMO HTRF inh 10.0, IMP-1 inh -3.2, IDE inh -4.8 and PfM18AAP inh -0.6.
For O=c1[nH]c2ccccc2nc1-c1ccccc1 the results were pCIP destab -9.1, IDE cell activ 1.0, HCV NS3 hel inh 16.0, VIM-2 inh -1.7, FID counter -2.4, SUMO HTRF inh 11.8, IMP-1 inh -2.7, IDE inh 7.2 and PfM18AAP inh -9.2.
Screening COc1ccc(OC)c(NC(=O)c2c(NC(=O)CNCc3ccco3)sc3c2CCC3)c1 returned pCIP destab 14.0, IDE cell activ 4.5, HCV NS3 hel inh 3.3, VIM-2 inh -3.0, FID counter -5.2, SUMO HTRF inh 26.4, IMP-1 inh -2.0, IDE inh 4.8 and PfM18AAP inh -0.4.
For Cc1ccc(NS(=O)(=O)N(C)C)cc1 the results were pCIP destab -4.1, IDE cell activ 3.3, HCV NS3 hel inh -2.2, VIM-2 inh -3.8, FID counter -0.5, SUMO HTRF inh -3.2, IMP-1 inh -3.1, IDE inh 7.6 and PfM18AAP inh 4.7.
`Cc1cc(C)n2nc(CNS(=O)(=O)c3cccc([N+](=O)[O-])c3)nc2n1` gave pCIP destab -0.2, IDE cell activ 6.4, HCV NS3 hel inh -4.2, VIM-2 inh -1.0, FID counter -1.6, SUMO HTRF inh -1.0, IMP-1 inh -0.7, IDE inh -2.7 and PfM18AAP inh 0.2.
For CCn1c(C)c(C)c2cc(C(=O)N3CCCC3)ccc21 the results were pCIP destab -1.9, IDE cell activ 5.3, HCV NS3 hel inh -3.4, VIM-2 inh -0.2, FID counter -28.8, SUMO HTRF inh 5.0, IMP-1 inh -1.1, IDE inh 5.8 and PfM18AAP inh 7.4.
Screening Cn1c(=O)c2c(-c3ccccc3F)c3c(nc2n(C)c1=O)-c1ccccc1C3O (stereo unspecified) returned pCIP destab -2.3, IDE cell activ 3.1, HCV NS3 hel inh -7.8, VIM-2 inh -1.2, FID counter -1.8, SUMO HTRF inh -2.6, IMP-1 inh -4.2, IDE inh -1.5 and PfM18AAP inh -7.8.
Clc1ccc(OCCCNCc2ccccc2)c(Br)c1 was read as pCIP destab -11.1, IDE cell activ 5.5, HCV NS3 hel inh -69.6, VIM-2 inh 0.0, FID counter 33.4, SUMO HTRF inh 9.4, IMP-1 inh -1.3, IDE inh 1.0 and PfM18AAP inh 11.2.
`COc1ccc(C2CC(=O)C3=C(C2)Nc2ccccc2NC3c2coc3ccccc3c2=O)cc1OC` (stereo unspecified) gave pCIP destab -8.5, IDE cell activ -3.7, HCV NS3 hel inh 11.9, VIM-2 inh -0.2, FID counter -40.8, SUMO HTRF inh 12.9, IMP-1 inh -0.3, IDE inh 0.5 and PfM18AAP inh -0.7.
For Cc1ccc(S(=O)(=O)NCCN2CCOCC2)c(C)c1 the results were pCIP destab -3.7, IDE cell activ -1.7, HCV NS3 hel inh -11.8, VIM-2 inh 0.1, FID counter 9.8, SUMO HTRF inh -17.8, IMP-1 inh -2.5, IDE inh -2.8 and PfM18AAP inh 4.6.
`O=C(Cc1n[nH]c(=O)[nH]c1=O)N/N=C/c1c(O)ccc2ccccc12` gave pCIP destab -43.2, IDE cell activ 0.7, HCV NS3 hel inh 11.8, VIM-2 inh -2.0, FID counter -2.3, SUMO HTRF inh -4.5, IMP-1 inh -2.1, IDE inh 0.8 and PfM18AAP inh 14.2.
For O=C(NCCc1ccccn1)c1cc(-c2ccc(Cl)cc2)nc2ccccc12 the results were pCIP destab -2.8, IDE cell activ 0.3, HCV NS3 hel inh -5.2, VIM-2 inh -3.3, FID counter -17.5, SUMO HTRF inh -1.9, IMP-1 inh -2.5, IDE inh 5.3 and PfM18AAP inh 4.2.
Screening Cc1nn2cc(-c3ncc(C(F)(F)F)cc3Cl)cnc2c1Br returned pCIP destab -5.4, HCV NS3 hel inh -11.5, VIM-2 inh -1.4, FID counter -0.1, SUMO HTRF inh -8.3, IMP-1 inh -3.4, IDE inh 6.2 and PfM18AAP inh -1.5.
`CCN(C(=O)COC(=O)c1c(C)nn(-c2ccccc2)c1C)C1CCS(=O)(=O)C1` (stereo unspecified) gave pCIP destab -7.3, IDE cell activ 1.4, HCV NS3 hel inh 1.6, VIM-2 inh -1.9, FID counter -17.3, SUMO HTRF inh 9.4, IMP-1 inh -4.1, IDE inh -1.0 and PfM18AAP inh 5.8.
